sPLA2-III inh: Inhibits HGIII-sPLA2 liposome hydrolysis, primary screen; QFRET BODIPY PC-A2 liposome hydrolysis, fluorescence; inhibition, % at 12.2 µM; 370,000 compounds, 0.56% hits; AID 743126;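 active means inhibition above mean plus 3 SD of compounds lying within the high and low control bounds, cut at about 19% in these data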;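 further: 0% = median of test compound wells and 100% = no enzyme DMSO wells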
SMARCA2 activ: SMARCA2 function activation, primary screen | MG213 cells, MMTV-luciferase reporter, dexamethasone, overnight | activation, % at 9.1 µM | 370,000 compounds, 1% hits; in the data active means activation above about 7.8%;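 further: 0% = vehicle wells and 100% = reference activator wells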
GC-B act: GC-B (human) receptor activation. HEK293-GC-B cells, CNP EC30, cGMP TR-FRET; 0% at EC30 CNP, 100% saturating CNP. P20594. activation, % at 10 µM. 370,000 compounds, 0.11% hits;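 active means activation at 10 µM reaching about 35% in either raw or pattern-adjusted values, limit read from the data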
Target sequence (P20594 whole entry, looked up): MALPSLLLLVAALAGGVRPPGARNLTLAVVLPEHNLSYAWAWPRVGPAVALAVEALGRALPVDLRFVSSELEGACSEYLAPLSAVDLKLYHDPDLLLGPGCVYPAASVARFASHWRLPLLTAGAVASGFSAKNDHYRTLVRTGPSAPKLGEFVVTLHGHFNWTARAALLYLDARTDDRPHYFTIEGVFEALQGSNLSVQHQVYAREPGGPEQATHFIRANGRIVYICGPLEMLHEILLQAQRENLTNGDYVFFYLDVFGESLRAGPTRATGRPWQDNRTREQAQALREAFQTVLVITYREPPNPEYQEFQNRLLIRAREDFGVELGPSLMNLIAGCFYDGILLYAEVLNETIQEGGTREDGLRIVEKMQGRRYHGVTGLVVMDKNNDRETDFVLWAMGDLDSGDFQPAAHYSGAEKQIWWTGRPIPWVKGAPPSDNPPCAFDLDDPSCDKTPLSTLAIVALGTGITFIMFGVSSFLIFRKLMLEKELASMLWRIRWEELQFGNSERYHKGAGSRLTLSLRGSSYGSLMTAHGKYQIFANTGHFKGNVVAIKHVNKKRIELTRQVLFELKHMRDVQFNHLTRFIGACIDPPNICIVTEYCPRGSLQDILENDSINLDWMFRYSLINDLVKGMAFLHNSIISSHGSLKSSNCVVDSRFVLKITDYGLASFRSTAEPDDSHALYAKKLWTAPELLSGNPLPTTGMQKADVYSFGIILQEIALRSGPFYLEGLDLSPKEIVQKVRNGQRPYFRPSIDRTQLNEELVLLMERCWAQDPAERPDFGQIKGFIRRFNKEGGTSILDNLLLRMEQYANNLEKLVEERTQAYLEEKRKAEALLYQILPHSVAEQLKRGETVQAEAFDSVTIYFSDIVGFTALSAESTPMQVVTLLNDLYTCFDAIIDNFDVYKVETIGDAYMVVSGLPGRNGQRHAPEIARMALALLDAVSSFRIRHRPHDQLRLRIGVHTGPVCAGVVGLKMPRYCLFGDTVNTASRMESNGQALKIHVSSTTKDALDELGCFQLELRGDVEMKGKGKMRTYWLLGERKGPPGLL
DAX1 inh-1: blocks DAX1 repression of SF-1 activated StAR promoter; HEK293T StAR-luciferase reporter, SF-1/DAX-1 repression relief; inhibition, % at 6.8 µM; 370,000 compounds, 1.1% hits; AID 652010;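 active means inhibition above the mean over all tested compounds plus 3 SD, cut at about 3.6% in these data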;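 further: 0% = DAX-1 cells with DMSO and 100% = cells lacking DAX-1 with DMSO; higher inhibition means more luminescence from relief of DAX-1 repression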
proKLK7 act: proKLK7 (human) activation, primary screen | purified proKLK7, EDANS-DABCYL substrate fluorescence; 100% is mature enzyme control, 0% vehicle | activation, % at 7 µM | 370,000 compounds, 0.9% hits;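 active means activation above the mean of all tested compounds plus 3 SD, computed per campaign excluding outliers beyond control limits, cut at about 13% in these data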
DAX1 inh-2: inhibits human nuclear receptor DAX1; AID 504766; 340,000 compounds, 0.99% hits; HEK293 Gal4-DAX1 luciferase reporter, luminescence; inhibition, % at 6.75 µM; P51843;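 active means inhibition above the mean over all tested compounds plus 3 SD, cut at about 4.2% in these data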;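 further: 0% = DAX1-transfected cells with DMSO and 100% = empty-vector control cells with DMSO; inhibition shows as a rise in luminescence from relieved DAX1 repression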
GAA850 FXN act: frataxin GAA850 promoter activation. AID 540364. HEK293 lucGAA850 FXN promoter luciferase reporter, 24 h; percent of 10 µM SAHA response. 360,000 compounds, 0.56% hits. activation, % at 6 µM;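 active means activation above the average of all compounds screened plus 3 SD, cutoff fixed separately per campaign, cut at about 7.5% in these data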;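 further: 0% = DMSO wells and 100% = 10 µM SAHA wells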
hcDAF12 agonist: H. contortus DAF-12 activation, primary screen. HEK293 hcDAF-12 lit1-tk-luc reporter, luminescence; 0% DMSO, 100% Δ7-dafachronic acid. activation, % at 6.8 µM. 370,000 compounds, 1.4% hits. AID 652067;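 active means activation above the mean of all tested compounds plus 3 SD, cut at about 5.5% in these data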;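 further: 100% = response to 3 µM Δ7-dafachronic acid high control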
NPR1 activator: GC-A (human) enzyme activation | P16066 | activation, % at 10 µM | 370,000 compounds, 0.14% hits | HEK293 GC-A cells, cGMP TR-FRET, EC30 ANP; 0% at EC30 ANP, 100% saturating ANP; in the data active means activation above about 40%
ssDAF-12 act: S. stercoralis DAF-12 activation, primary screen; activation, % at 6.8 µM; 370,000 compounds, 1% hits; AID 652126; HEK293 ssDAF-12/GRIP1 lit1-tk-luc reporter, luminescence; % of 3 µM dafachronic acid response;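 active means activation above the mean over all tested compounds plus 3 SD, cut at about 0.9% in these data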;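 further: 0% = DMSO-only wells and 100% = 3 µM delta7-dafachronic acid wells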
hgDAF-12 ag: agonists of H. glycines DAF-12 nuclear receptor; activation, % at 6.8 µM; AID 687014; 370,000 compounds, 1.8% hits; HEK293 GAL4-hgDAF12 UAS-luciferase reporter, agonist luminescence; normalized to butyrate control;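 active means activation above a cutoff set at the mean of all screened compounds plus 3 SD, cut at about 10% in these data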;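 further: 0% = DMSO wells and 100% = sodium butyrate wells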
* hit, by the source's call; nt = not tested or not shown.

SMILES	sPLA2-III inh	SMARCA2 activ	GC-B act	DAX1 inh-1	proKLK7 act	DAX1 inh-2	GAA850 FXN act	hcDAF12 agonist	NPR1 activator	ssDAF-12 act	hgDAF-12 ag
COc1ccc(CCNC(=O)CCn2cccc2)cc1OC	-7	0	1	-0.7	0.4	0.3	4.9	-0.3	2	-1.8	-1.6
CN1CCC(=O)N(CCSc2ccc(Br)cc2)CC1	0	1	4	-0.5	0.5	-0.2	0.9	0.4	3	-1.1	2.9
O=C(Nc1cccc(NS(=O)(=O)c2ccc(S(=O)(=O)NC3CC3)cc2)c1)c1ccccn1	-30	-1	0	0.1	0.2	-1.7	0.5	-0.3	2	-0.9	0.2
O=C(Nc1nnc(-c2ccccc2)s1)c1cc(S(=O)(=O)N2CCOCC2)c(Cl)cc1Cl	4	-2	9	-0.4	-0.3	0.4	-0.1	-1.2	36	-0.8	0.4
Cc1cc(NC(=O)CSc2ccc3nnc(-c4cccc(F)c4)n3n2)no1	-5	-1	-5	0.3	1.6	-0.9	0.3	0.8	-2	-1.7	-0.5
O=C(Cn1nnc(-c2ccccc2)n1)NC1CCS(=O)(=O)C1 (stereo not given)	5	2	6	1.2	0.0	-0.1	0.3	1.0	6	-0.3	0.6
COc1ccccc1Cc1c(C2CCCCC2)nc2c3ccccc3ccn12	13	-2	-3	0.3	-0.7	nt	nt	1.9	-3	0.7	1.7
Cc1c(NC(=S)NC(=O)C(c2ccccc2)c2ccccc2)cccc1C(=O)O	0	-2	3	0.1	0.9	-2.0	0.7	-0.8	3	-1.5	-3.4
Cc1ccc(CNCc2cc(Cl)ccc2O)cc1	5	3	-6	-0.4	-0.5	1.3	-0.6	0.3	-3	-1.1	-0.1
CCn1nnnc1SCC(=O)c1ccc(NC(C)=O)cc1	-11	5	-1	-0.2	0.0	1.9	0.7	-1.1	1	-1.3	3.7
COCCNCCCOc1ccc(Cl)cc1Br	2	2	-3	0.8	0.3	1.5	0.3	0.9	1	-1.5	2.4
CCOc1ccc(NC(=O)c2ccc3snnc3c2)cc1	7	3	1	1.1	-0.2	0.9	4.0	-0.1	4	-1.4	2.6
COc1ccc(S(=O)(=O)NCC(c2ccc3c(c2)OCO3)N2CCOCC2)cc1C (stereo not given)	-4	4	0	-0.6	0.4	2.5	2.0	-0.5	0	-0.4	-0.6
O=C(OCc1cnc(Cl)s1)c1cccc(Cl)c1Cl	5	0	-3	0.0	-0.7	-0.5	0.1	-2.0	-8	-1.2	0.2
O=C(Cn1c(-c2ccccc2)c[n+]2ccsc12)c1ccc([N+](=O)[O-])cc1	6	2	1	0.0	-0.1	3.5	2.5	1.3	4	-0.7	2.9
Cc1cc(C(=O)O)c(=O)[nH]c1C	-4	0	1	-0.2	0.0	1.5	0.6	-0.8	4	-0.9	-2.6
O=C(O)CNC(=O)c1ccccc1NC(=O)c1ccco1	-1	-6	0	-0.3	0.0	-0.2	0.2	2.3	4	-0.8	-0.1
CNC(=O)NCC12CC3CC(CC(C3)C1)C2	6	-2	2	0.0	1.3	-0.4	4.7	-1.2	2	-0.8	1.1
CC(=O)Nc1ccc(S(=O)(=O)Nc2nc3ccccc3nc2N2CCCC2)cc1	2	1	-2	0.7	0.6	-0.1	2.3	-0.2	-3	-0.6	0.7
COc1cc(OC)cc(C(=O)NCC(=O)OC2CCOC2=O)c1 (stereo not given)	3	-2	-2	0.3	-0.2	0.3	-1.8	-1.4	1	-1.3	-1.6
COC(=O)C1=C(C)N(C)C(=NCc2ccc(C(F)(F)F)cc2)NC1c1cccc(F)c1 (stereo not given)	-12	1	-3	0.0	0.7	nt	nt	-1.0	-1	-1.1	3.1
Cc1nn(C)c(C(=O)N/N=C/c2ccncc2)c1Cl	4	-2	1	-1.9	0.1	0.2	1.4	3.2	5	-0.7	0.1
O=S1(=O)c2ccc(Br)cc2OC[C@@H](Cc2ccccc2)N1Cc1cn(CCC2OCCCO2)nn1	2	-2	1	-1.1	0.6	nt	nt	3.6	2	-0.8	4.7
CCCCN(C=O)c1c(CC)nc2c(OCCC3CCCCC3)cccn12	-6	1	1	-0.6	0.8	nt	-3.4	-1.6	2	-1.6	0.1
Brc1cccc(C=Nc2cccc3ncccc23)c1	-1	2	-5	0.1	-0.1	-0.2	0.0	-1.8	2	-1.0	-2.8
Cc1ccc(NC(=O)Cc2nnc(SCC(=O)NC3=NCCS3)n2C)cc1	0	-1	2	-0.2	-0.2	0.6	0.3	0.4	0	-1.3	-0.5
COc1ccc(S(=O)(=O)n2nc(-c3ccc(Cl)cc3)cc2N)cc1	-22	-4	-6	-1.3	0.1	1.4	0.5	-0.1	0	-1.1	4.3
Cc1ccc2[nH]c(=O)c(C(c3nnnn3C3CCCC3)N3CCCc4ccccc43)cc2c1 (stereo not given)	4	-1	1	1.2	-0.2	-0.5	0.1	6.7*	1	-0.3	2.3
O=C(/C=C/c1ccco1)NCC1(c2ccccc2)CCCC1	6	-1	4	-0.3	-0.6	-1.3	0.2	-1.4	4	-1.2	-2.7
CC(C)CC1C(=O)N(Cc2cn(Cc3ccco3)nn2)CCS(=O)(=O)N1Cc1ccc(-c2ccncc2)cc1 (stereo not given)	-24	1	-12	-0.7	-0.2	-0.9	-2.4	-0.9	-10	-1.7	-1.9
CN(Cc1ccccc1)S(=O)(=O)c1ccc2[nH]cc(C(=O)NCC3CCCO3)c(=O)c2c1 (stereo not given)	-9	-3	-1	-0.7	-6.8	-1.1	0.9	-1.4	-4	-0.8	3.3
Cc1ccccc1CN1[C@@H](C)[C@H](c2ccccc2)Oc2cccc(N3CCCC3)c2S1(=O)=O	11	-5	1	1.6	-1.8	nt	nt	1.3	-1	-1.2	0.6
O=C(Cn1c(O)c(/C=C2\C=Nc3ccccc32)sc1=O)Nc1ccc2c(c1)OCO2	-2	0	1	0.0	-0.5	0.1	1.2	2.0	-7	-1.3	2.9
Oc1ccc(Cl)cc1/C=N/c1nccs1	-4	-2	-2	-0.8	0.7	-0.6	-0.8	-1.1	1	-0.8	-1.0
Cc1ccc(CS(=O)(=O)CCC(=O)NCc2ccc3c(c2)OCO3)cc1	3	-3	-4	0.4	-0.6	0.2	3.2	-0.7	1	-1.4	-2.5
Cc1ccsc1C(=O)C1CCCN(Cc2cccn2-c2ccc(Cl)cn2)C1 (stereo not given)	-9	4	-6	-0.8	0.5	3.9	-2.2	-1.9	-13	-1.5	-1.6
COc1cc(C)nc(N2CCCC(C(=O)NCC(C)C)C2)n1 (stereo not given)	2	3	6	-1.4	0.1	0.0	1.1	-1.0	0	-1.4	-1.9
CCNS(=O)(=O)c1ccc(C(=O)Nc2ccccc2)cc1	-3	-1	1	-0.3	0.3	0.9	1.0	-2.1	1	-1.2	0.0
COc1ccc2cc(CN(Cc3ccco3)C(c3nnnn3C3CCCCC3)C(C)C)c(=O)[nH]c2c1 (stereo not given)	2	1	6	0.8	2.2	0.3	2.6	-1.3	-3	-1.0	0.5
CC(NC(=O)c1cccs1)c1ccccc1 (stereo not given)	11	-5	6	-0.1	-0.9	0.3	-0.7	0.2	-3	-1.6	5.3

Reprinted at random: 6 entries already listed
SMILES	sPLA2-III inh	SMARCA2 activ	GC-B act	DAX1 inh-1	proKLK7 act	DAX1 inh-2	GAA850 FXN act	hcDAF12 agonist	NPR1 activator	ssDAF-12 act	hgDAF-12 ag
COc1cc(C)nc(N2CCCC(C(=O)NCC(C)C)C2)n1 (stereo not given)	2	3	6	-1.4	0.1	0.0	1.1	-1.0	0	-1.4	-1.9
CC(C)CC1C(=O)N(Cc2cn(Cc3ccco3)nn2)CCS(=O)(=O)N1Cc1ccc(-c2ccncc2)cc1 (stereo not given)	-24	1	-12	-0.7	-0.2	-0.9	-2.4	-0.9	-10	-1.7	-1.9
O=C(Cn1c(O)c(/C=C2\C=Nc3ccccc32)sc1=O)Nc1ccc2c(c1)OCO2	-2	0	1	0.0	-0.5	0.1	1.2	2.0	-7	-1.3	2.9
CC(NC(=O)c1cccs1)c1ccccc1 (stereo not given)	11	-5	6	-0.1	-0.9	0.3	-0.7	0.2	-3	-1.6	5.3
CCCCN(C=O)c1c(CC)nc2c(OCCC3CCCCC3)cccn12	-6	1	1	-0.6	0.8	nt	-3.4	-1.6	2	-1.6	0.1
COc1ccc(S(=O)(=O)n2nc(-c3ccc(Cl)cc3)cc2N)cc1	-22	-4	-6	-1.3	0.1	1.4	0.5	-0.1	0	-1.1	4.3

New compounds follow:
SMILES	sPLA2-III inh	SMARCA2 activ	GC-B act	DAX1 inh-1	proKLK7 act	DAX1 inh-2	GAA850 FXN act	hcDAF12 agonist	NPR1 activator	ssDAF-12 act	hgDAF-12 ag
COc1ccc(C(=O)N2CCN(S(=O)(=O)N3CCOCC3)CC2)cc1OC	3	1	-6	0.4	0.0	0.6	1.5	-1.3	-1	-0.9	1.9
CCC(NS(=O)(=O)c1cccs1)c1ccc(C)cc1 (stereo not given)	-5	0	-2	-1.5	0.1	0.7	0.6	-0.4	-5	-1.3	-0.2
CSc1nc2ccc(NS(=O)(=O)c3ccc(Cl)s3)cc2s1	-39	-1	2	0.8	0.0	1.8	-0.1	-0.4	3	-1.0	0.6
Cc1cc(Cl)ccc1Oc1ncc(CN2CCN(c3ccccc3)CC2)s1	1	-1	-1	0.1	0.2	0.6	0.4	1.3	3	-1.6	-0.3
CN(C(=O)c1ccco1)c1nc(CC(=O)Nc2ccccc2)cs1	-7	1	0	0.1	0.5	1.4	1.9	-0.6	-1	-0.6	1.8
CCCNC(=O)C1(C)CCCN(C(=O)COc2ccc(Cl)cc2Cl)C1 (stereo not given)	-7	-6	-2	-1.5	-0.6	nt	0.5	-0.9	0	-1.6	-2.8
O=C1C2C3C=CC(C3)C2C(=O)N1c1ccc(-c2nc(-c3ccccc3)nc3ccccc23)cc1 (stereo not given)	-4	-4	-4	0.0	0.0	nt	nt	0.3	-4	-0.9	1.8
CC(=O)Nc1ccc(S(=O)(=O)NCC(=O)Nc2ccc3c(c2)OCO3)cc1	1	1	-2	-0.1	0.1	-2.1	1.1	-1.4	-2	2.1*	-1.5
COc1ccc(NC(=O)N(CCO)Cc2cc3c(C)cc(C)cc3[nH]c2=O)cc1	-9	-4	-2	-0.7	-0.6	1.5	-3.1	-1.3	5	-0.9	-2.3
CSc1ccccc1NC(=O)CN1C(=O)C2CC=CCC2C1=O (stereo not given)	-3	2	3	0.4	-0.2	0.6	-1.0	1.9	-1	-0.9	3.9
COc1ccc(-c2cc3nc(C)cc(N4CCN(C(=O)c5cccnc5)CC4)n3n2)cc1	0	-2	-1	-1.9	1.1	0.3	-0.2	-2.2	2	-1.6	-1.5
COc1ccc(N(C(=O)c2cnccn2)C(C(=O)NCc2ccccc2)c2ccc(O)cc2)cc1 (stereo not given)	7	2	0	0.7	0.1	0.5	1.3	0.1	-2	-0.6	2.0
CCC1OC(C2CC2)CC2=C1C(=O)OC(C)(C)O2 (stereo not given)	4	3	0	0.0	0.1	nt	nt	-0.8	3	-0.4	-0.7

Assay outcomes: PubChem, several laboratories

Random draw from the library; about 6.7% have a hit in one of these screens.
